AmpC det inh: Promiscuous and Specific Inhibitors of AmpC Beta-Lactamase (assay with detergent) | Potency, µM (titrated, usually from 28.7 µM), for the others: at the highest dose activity change, negative = inhibition | purified AmpC, nitrocefin hydrolysis with detergent | AID 584, 2007 | 71,000 compounds, 0.09% hits | P00811; active means well fitted curve in the direction sought with a large enough effect
Target sequence (P00811 whole entry, looked up): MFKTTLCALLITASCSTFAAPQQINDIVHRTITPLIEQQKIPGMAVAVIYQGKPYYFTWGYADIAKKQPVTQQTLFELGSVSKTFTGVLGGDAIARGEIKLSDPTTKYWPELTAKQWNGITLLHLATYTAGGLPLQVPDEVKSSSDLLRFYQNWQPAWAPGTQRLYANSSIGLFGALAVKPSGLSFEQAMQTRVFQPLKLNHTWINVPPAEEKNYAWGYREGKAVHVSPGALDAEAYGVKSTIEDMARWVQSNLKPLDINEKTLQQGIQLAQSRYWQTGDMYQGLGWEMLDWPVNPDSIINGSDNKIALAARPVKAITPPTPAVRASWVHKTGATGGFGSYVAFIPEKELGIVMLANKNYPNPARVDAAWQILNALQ
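E. coli AmpC (5.3 nM) in 20 mM phosphate pH 7.0 with 0.01% Triton X-100, preincubated 15 min RT with compound; nitrocefin (2 uL of 800 uM stock) hydrolysis followed by 480 nm absorbance every 20 s over 4 min.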
Starred values were filed as active, the others as inactive; & = joins results of further samples; [ ] = dose if it differs, or a comment. On the % scale 0 is the no-effect control and ±100 the full control effect; potency means the concentration at half of the fitted maximal effect.

SMILES | AmpC det inh
CC1CN(c2nc3ccccc3nc2C(C#N)C(=O)NCc2ccc3c(c2)OCO3)CC(C)O1 (configuration not stated) | -3%
COc1ccc(C2=NO[C@@H]3C(=O)N(c4c(C)cccc4C)C(=O)[C@H]23)cc1OC | -2%
COc1ccc(OC)c(-c2[nH]nc3c2C(c2ccco2)C(C#N)=C(N)O3)c1 (configuration not stated) | 1%
COc1ccc(S(=O)(=O)Cc2ccc(C(=O)NC(C)C)o2)cc1 | 5%
Cc1nn2c(-n3ccnc3)c3c(nc2c1-c1ccccc1)CCC3 | 0%
O=C(NCCc1ccc(Cl)cc1)c1cnc2n(c1=O)CCS2 | 11%
CCC(C)Sc1nc2c(c(=O)[nH]c(=O)n2C)n1Cc1ccccc1Cl (configuration not stated) | 9%
COc1ccc(NC(=O)CNS(=O)(=O)c2cccc3nonc23)c(OC)c1 | -3%
Cc1ccc(N2CCCn3c2nc2c3c(=O)n(CC(=O)OCc3ccccc3)c(=O)n2C)cc1C | -2%
O=C1c2ccccc2NC(c2ccccc2)N1Cc1ccco1 (configuration not stated) | -3%
CC(=O)c1cccc(OCC(=O)c2cc(C)n(-c3cc(C)on3)c2C)c1 | 14%
O=C(CSc1ccc2nnc(-c3ccccc3)n2n1)NCC1CCCO1 (configuration not stated) | -3%
CCCc1ccccc1OCCNC(C)=O | -6%
CCn1c(SCC(=O)N2CCN(c3ccccc3)CC2)nnc1-c1cc2cc(Cl)ccc2o1 | -9%
CC1=C(C)NC(=S)SC1 | 6%
COc1cc(-c2nnc(SCC(=O)OC3CCCCC3)o2)cc(OC)c1OC | 3%
CC1=C(C#N)C(=O)N(C)C(C)(C)C1 | 15%
CN1[C@@H]2CC[C@H]1CC(OC(c1ccc(F)cc1)c1ccc(F)cc1)C2 (some centres not stated) | -3%
Cc1cc(NC(=O)CCC(=O)N(c2ccccc2)C(C(=O)NC2CCCC2)c2cccs2)no1 (configuration not stated) | 7%
Cc1cccc(NC(=O)CCn2nc(C)cc2C)c1 | 0%
O=C(COc1ccc(Cl)cc1)OCC(=O)N1CCCCCC1 | 11%
O=C(CCCn1c(=S)[nH]c2cc3c(cc2c1=O)OCO3)N1CCN(c2ncccn2)CC1 | 0%
Cc1ccc(Cn2nnc3c(=O)n(CC(=O)N4CCCCC4)cnc32)cc1 | -4%
O=c1oc(-c2cccc(S(=O)(=O)N3CCOCC3)c2)nc2ccccc12 | -1%
O=C(O)c1ccc(C(=O)c2ccc3c(c2)C(=O)N(Cc2ccco2)C3=O)cc1 | -4%
COc1cccc(C2C(C(=O)Nc3cccnc3)=C(C)Nc3nnnn32)c1OC (configuration not stated) | -2%
CC(=O)c1cccc(NC(=O)CN2C(=O)C3C4C=CC(C4)C3C2=O)c1 (configuration not stated) | 8%
O=S(=O)(NCCc1ccccc1F)c1cccc(S(=O)(=O)N2CCOCC2)c1 | 7%
CC(C)Nc1ncnc2c1cnn2-c1ccccc1 | 11%
COc1cccc(/C=C2\N=C(SC)SC2=O)c1OC | 3%
CC(=O)N1CCC2(CC1)CC(=O)c1cc(OCC(=O)N3CCN(C)CC3)ccc1O2 | -1%
O=C1CC(c2ccco2)=Nc2ccccc2N1 | 4%
N#Cc1c(NC(=O)c2cc(-n3cnnc3)ccc2Cl)sc2c1CCCC2 | -2%
Cn1c(SCc2ccc(Br)cc2)nnc1-c1cccs1 | 13%
CC(=O)N1CCN(S(=O)(=O)c2cccc(C(=O)Nc3ccc4c(c3)CCC4)c2)CC1 | -3%
COc1ccc(C(=O)Nn2cc3c(c2-c2ccccc2)c(=O)n(C)c(=O)n3C)cc1 | -2%
CCCN1CCC(N2CCN(c3cccc(C(F)(F)F)c3)CC2)CC1 | 5%
CC(NC(=O)c1ccccc1NS(C)(=O)=O)c1ccccc1 (configuration not stated) | -2%
Cc1ccc(CCSCC(=O)O)cn1 | -3%
S=c1[nH]ncn1/N=C/c1ccccc1 | 2%

An excerpt of these results, tab-delimited.
Molecule	AmpC det inh
CC(NC(=O)c1ccccc1NS(C)(=O)=O)c1ccccc1 (configuration not stated)	-2%
Cc1ccc(CCSCC(=O)O)cn1	-3%
S=c1[nH]ncn1/N=C/c1ccccc1	2%

The listing continues:
SMILES | AmpC det inh
CC1=CC(C)(C)Nc2ccc(OC(=O)c3ccco3)cc21 | 3%
CCOC(=O)C1CCN(C(=O)c2cccc(C(=O)N3CCC(C(=O)OCC)CC3)c2)CC1 | 1%
COc1ccc(S(=O)(=O)N(Cc2cccs2)C2CCCC2)cc1 | 11%
CC(C)CCN1C(=O)CCC1(C)C(=O)NC1CCCCCC1 (configuration not stated) | -5%
CC(C)[C@H](CO)Nc1nc(Nc2ccc(C(=O)O)c(Cl)c2)c2ncn(C(C)C)c2n1 | 0%
Cc1cc(C(=O)NCc2ccc(S(N)(=O)=O)cc2)c(C)o1 | -4%
CCCCC(=O)Nc1sc2c(c1C(N)=O)CCC2 | -4%
O=C(NCc1ccco1)c1cccc2ccccc12 | -3%
COc1ccccc1N1CCN(CCCCN2C(=O)c3ccccc3C2=O)CC1 | 1%&18%
COc1cccc(C(c2sc3nc(C)nn3c2O)N2CCc3ccccc3C2)c1 (configuration not stated) | 7%
COc1ccc(CNc2ccnc(-c3ccccc3Cl)n2)c(OC)c1 | -2%
Clc1ccccc1-c1cc(NCc2cccnc2)ncn1 | 8%
O=c1n(-c2ccccc2)c(=O)n2n1CCCC2 | -4%
CS(=O)(=O)CCC(C(=O)N1CCOCC1)N1C(=O)c2cc(Cl)c(Cl)cc2C1=O (configuration not stated) | -2%
O=CN1CCN(C[C@H](O)CN2CCCCC2)CC1 | 4%[5.75 µM]
Cc1ccc(CNC(=O)c2cc3c(=O)n4cccc(C)c4nc3n(CC3CCCO3)c2=N)cc1 (configuration not stated) | 1%
CN1CC[C@@]2(CCCN(C(=O)c3ccncc3)C2)C1 | 1%
COc1ccc(-c2cc(=O)c3ccc(O)cc3o2)cc1 | 0%
CCCCC(=O)Nc1cccc(NC(=O)CC)c1 | -7%
CCCc1cc(N2CCCC(C(=O)Nc3c(OC)cccc3OC)C2)n2ncnc2n1 (configuration not stated) | 6%
N#Cc1ccccc1NC(=O)Nc1cccc(Cl)c1 | 9%
CCOC(=O)C1=C(C)OC(N)=C(C#N)C1C1CCCCC1 (configuration not stated) | -2%
CC1(C)CC(=O)C(C=NCCN2CCN(C(=O)CC3CCCC3)CC2)=C(O)C1 | -3%
O=C(NCc1ccco1)C1CCN(c2ccc(N3CCOCC3)nn2)CC1 | 11%
COc1ccc(CCNc2oc(-c3ccc(C)cc3)nc2C#N)cc1OC | 12%
CN(CC(=O)NCc1cccs1)S(=O)(=O)c1cccc2cccnc12 | 11%
O=C(N1CCCCC1)C12CC3CC(C1)CC(C(=O)N1CCCCC1)(C3)C2 | -3%
CCCCC(=O)NC(Nc1nc(C2CC2)cs1)(C(=O)OCC)C(F)(F)F (configuration not stated) | -3%
COc1ccc(-c2nc(N)n[nH]2)cc1OC | 7%
CC1(C(=O)O)CCC(C(=O)Nc2ccc(S(N)(=O)=O)cc2)C1(C)C (configuration not stated) | 9%
COC(=O)CSc1nc(C2CC2)cc(C(F)(F)F)c1C#N | 7%
COc1ccccc1N1CCN(C(=O)c2ccc(C(C)(C)C)cc2)CC1 | -2%
O=c1c2ccccc2nc(CN2CCCCCC2)n1-c1ccc(F)cc1 | 23%
CCN(CC)C(=O)CSc1nnc(-c2cc3ccccc3cc2O)n1CC | 12%
CCOc1ccc(OCc2ccc(C(=O)NCC3CCCO3)o2)cc1 (configuration not stated) | -4%
CC(c1cccnc1)N(CCN(C)C)C(=O)Nc1ccc(Cl)c(Cl)c1 (configuration not stated) | 4%
COc1ccccc1NC(=O)c1ccc(COc2ccccc2OC)o1 | -8%
COc1cc(NC(=O)C2CCCO2)c(C(=O)O)cc1OC (configuration not stated) | -5%
O=C(NC1CCN(Cc2ccccc2)CC1)C1CCN(c2nnc(-n3cccc3)s2)CC1 | 4%
O=C1CN(C(=O)COc2ccccc2)CCN1 | 8%

Part of the list above, with each value named.
compound: CC1(C(=O)O)CCC(C(=O)Nc2ccc(S(N)(=O)=O)cc2)C1(C)C (configuration not stated)
- AmpC det inh = 9%

compound: COC(=O)CSc1nc(C2CC2)cc(C(F)(F)F)c1C#N
- AmpC det inh = 7%

compound: COc1ccccc1N1CCN(C(=O)c2ccc(C(C)(C)C)cc2)CC1
- AmpC det inh = -2%

compound: O=c1c2ccccc2nc(CN2CCCCCC2)n1-c1ccc(F)cc1
- AmpC det inh = 23%

New compounds follow
SMILES | AmpC det inh
Cn1c(=O)c2c(ncn2CC(=O)OCc2ccccc2)n(C)c1=O | -1%
CNC(=O)c1cccc(N2CCCC2=O)c1 | -2%
Cc1onc(-c2ccccc2)c1C(=O)NCc1ccccn1 | -4%
O=C(c1cc(-c2ccccc2O)on1)N1CCCC1 | 6%
CCn1nnc(-c2ccccc2NC(=O)c2cc(OC)cc(OC)c2)n1 | 1%
Cc1[nH]c2ccccc2c1C(O)CN1CCN(c2cccc(C(F)(F)F)c2)CC1 (configuration not stated) | -2%
CCOc1ccc(S(=O)(=O)Nc2ccc(Cl)cn2)c(C)c1C | 15%
CCOC(=O)c1c(C)n(Cc2ccccc2)c2ccc(OCC(O)CN3C(=O)CNC3=O)cc12 (configuration not stated) | -4%
CC(C)C(OC(=O)c1ccco1)C(=O)NCc1ccco1 (configuration not stated) | 12%
CCCCCCOC(=O)NCC(O)c1ccccc1 (configuration not stated) | 5%
CCN1CCN(Cc2ccc(NC(=O)Nc3ccccc3)cc2)CC1 | 3%
Cn1c(=O)c2c(ncn2CC(=O)NCc2cccnc2)n(C)c1=O | -3%
COc1ccc(CCNS(=O)(=O)c2ccccc2)cc1OC | -6%
Cc1ccc(-c2cc(C(F)(F)F)n3ncc(C(=O)O)c3n2)cc1 | 12%
CCCN(CCC)C1CC(=O)N(Cc2ccccc2)C1=O (configuration not stated) | -3%
COc1ccc(S(=O)(=O)N2CCN(C(=O)COc3ccc4c(C)cc(=O)oc4c3)CC2)cc1 | -1%
CCN(CC)CCNC(=O)COc1ccc(OC)cc1 | -3%[12.8 µM]
COC(=O)CCC(=O)Oc1ccc(OC(=O)CCC(=O)OC)cc1 | 10%
CC(C)CN(CC(C)C)S(=O)(=O)N1CCC(C(=O)NCc2ccc(F)cc2)CC1 | -2%
Cc1c(C(=O)OC(C)C)[nH]c2c1C(=O)CCC2 | -5%
COCc1cc(C)nc(SCC(=O)c2ccc(O)c(O)c2)c1C#N | -1%
C=CCn1c(O)c(C(CC)=NCCCO)c(=O)[nH]c1=O | -1%
c1csc(-c2noc(COc3ccc4c(c3)CCCC4)n2)c1 | -5%
Cc1ccc2oc(=O)c3cnn(CC(=O)NC4CCCCC4C)c3c2c1 (configuration not stated) | 5%
CC(C)CNCCc1ccccn1 | -3%[5.75 µM]
CCC(=O)Nc1ncnc2ncn(C(=O)CC)c12 | -6%[5.75 µM]
Cc1cc(C(=O)COC(=O)CCC(=O)c2ccc3c(c2)OCCO3)c(C)n1Cc1ccco1 | -1%
CCCOc1ccc(C(=O)NCCC(=O)NCCCC(=O)OCC)cc1 | 4%
O=C(CSc1nc2ccccc2o1)NCc1ccc2c(c1)OCO2 | 3%
O=C(CSc1nnc(Cc2cccs2)n1-c1ccccc1)NC1CCCCC1 | -2%
CN1CCc2c(sc3c2C(=O)NC(/C=C/c2ccco2)N3)C1 (configuration not stated) | 0%
O=C(CSc1nc(O)cc(=O)[nH]1)C1CC1 | 10%
O=S(=O)(c1ccc(Cl)cc1)N1CCN(c2ccc(N3CCOCC3)nn2)CC1 | -3%
CC(C)CN1CCCC2(CCN(C(=O)Oc3ccccc3)CC2)C1 | -3%
CCCN1CCN(CCCNC(=O)Cn2nc(-c3ccc(Cl)cc3)ccc2=O)CC1 | -2%
CN(c1ccc(Cl)cc1)c1cc(=O)n(C)c2ccccc12 | -2%
O=C(NC(NC1CCS(=O)(=O)C1)C(=O)c1cccs1)c1ccccc1 (configuration not stated) | 10%
c1coc(CNc2c3c(nc4ncnn24)CCC3)c1 | 11%
CCOc1ccc(-n2c(=O)cc(N3CCN(c4ccc(F)cc4)CC3)[nH]c2=O)cc1 | -4%
CCOC(=O)/C(C#N)=C(\N)C(C)C(=O)Nc1ccccn1 (configuration not stated) | 4%
O=C(c1ccncc1)N1CCC2(CCCN(c3ccccn3)C2)CC1 | -3%
COC(=O)C1=C(C)NC(C)=C(C(=O)OCCN(C)Cc2ccccc2)[C@H]1c1cccc([N+](=O)[O-])c1 | 0%[12.8 µM]
CC[C@@H]1Cc2cc(O)ccc2C2=C1c1ccc(O)cc1C[C@H]2CC | 0%
Cc1ccc(S(=O)(=O)N2CC3CCC2C3)cc1 (configuration not stated) | 3%
CC(=O)c1cccc(NC(=O)c2cc(-c3ccc(C)cc3)on2)c1 | -1%

Some of the entries above in another layout.
canonical_smiles,AmpC det inh
Cc1ccc(S(=O)(=O)N2CC3CCC2C3)cc1 (configuration not stated),3%
CC[C@@H]1Cc2cc(O)ccc2C2=C1c1ccc(O)cc1C[C@H]2CC,0%
CC(=O)c1cccc(NC(=O)c2cc(-c3ccc(C)cc3)on2)c1,-1%

Compound activity (PubChem)

Only part of the results is shown, so the mix of outcomes need not match the whole.
